M5 ag: agonists of human muscarinic M5 receptor (CHRM5) | activation, % at 3 µM | P08912 | CHO-K1 hM5 cells, Fluo-8 calcium fluorescence; 0% DMSO wells, 100% maximal acetylcholine response | 360,000 compounds, 0.19% hits;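 active = activation above the run's mean over test compounds plus 3 SD, cut at about 23% in these data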;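 note: signal is peak over basal fluorescence ratio across the kinetic read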
Target sequence (P08912 whole entry, looked up): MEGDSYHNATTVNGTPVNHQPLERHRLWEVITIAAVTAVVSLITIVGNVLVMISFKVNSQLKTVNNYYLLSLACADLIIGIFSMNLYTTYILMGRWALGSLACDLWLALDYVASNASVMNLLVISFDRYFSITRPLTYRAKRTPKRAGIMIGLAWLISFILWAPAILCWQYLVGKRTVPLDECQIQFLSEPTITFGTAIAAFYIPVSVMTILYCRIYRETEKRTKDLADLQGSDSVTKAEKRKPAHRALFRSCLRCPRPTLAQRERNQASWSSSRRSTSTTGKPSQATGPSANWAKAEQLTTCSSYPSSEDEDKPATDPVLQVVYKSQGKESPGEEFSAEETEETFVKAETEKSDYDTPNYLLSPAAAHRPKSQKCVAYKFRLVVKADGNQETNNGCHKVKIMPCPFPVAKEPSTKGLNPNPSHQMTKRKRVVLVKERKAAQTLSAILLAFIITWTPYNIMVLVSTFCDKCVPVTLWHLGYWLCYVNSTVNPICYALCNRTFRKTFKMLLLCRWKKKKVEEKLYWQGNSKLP
CHRM5 antagonist: CHRM5 antagonism in calcium assay; P08912; CHO-hM5 cells, Fluo-8 calcium fluorescence, ACh EC80; inhibition, % at 3 µM; 360,000 compounds, 0.59% hits; AID 624040;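 active = inhibition above a per-plate cutoff, the mean of that plate's test compounds plus 3 SD, cut at about 27% in these data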;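 note: 0% = acetylcholine EC80 with DMSO and 100% = DMSO without agonist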
CHRM4 agonist: agonists of human muscarinic M4 receptor (CHRM4). 360,000 compounds, 0.14% hits. activation, % at 3 µM. AID 624127. CHO-K1 hM4/Gqi5, Fluo-8 calcium fluorescence; vehicle 0%, full acetylcholine response 100%;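 active = activation above the run mean over all test wells plus 3 SD, cut at about 32% in these data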;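 note: peak over basal fluorescence ratio per well then scaled between controls; 0% = DMSO wells and 100% = acetylcholine at EC100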
Target sequence (P08173 whole entry, looked up): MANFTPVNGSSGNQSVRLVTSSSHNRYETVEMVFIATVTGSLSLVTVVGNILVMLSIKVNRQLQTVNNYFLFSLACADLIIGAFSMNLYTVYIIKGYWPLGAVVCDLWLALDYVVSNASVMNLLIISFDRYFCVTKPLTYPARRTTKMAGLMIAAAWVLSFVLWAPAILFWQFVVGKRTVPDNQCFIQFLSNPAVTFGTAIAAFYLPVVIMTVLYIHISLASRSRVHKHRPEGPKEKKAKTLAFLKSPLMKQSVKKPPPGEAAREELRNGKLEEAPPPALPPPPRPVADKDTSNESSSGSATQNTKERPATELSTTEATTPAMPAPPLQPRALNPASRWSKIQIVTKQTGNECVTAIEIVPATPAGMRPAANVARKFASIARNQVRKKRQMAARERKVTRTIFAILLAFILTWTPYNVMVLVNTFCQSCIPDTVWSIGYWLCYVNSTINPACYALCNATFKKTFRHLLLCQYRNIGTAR
CRFR2-BP ag: agonists of human CRF-binding protein/CRF-R2 receptor complex; HEK293 CRF-R2/CRF-BP, calcium dye fluorescence (FLIPR); percent of saturating CRF peptide response; activation, % at 13.2 µM; 350,000 compounds, 0.46% hits; AID 588473;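 active = activation of at least 50%, plus an integration ratio under a set limit after plate pattern correction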;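 note: plate controls were neutral control wells without compound for no effect and CRF at EC100 for full effect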
M4 antag: blocks acetylcholine activation of human M4 receptor; 360,000 compounds, 0.73% hits; CHO-hM4 cells, ACh EC80, Fluo-8 calcium fluorescence; AID 624125; P08173; inhibition, % at 3 µM;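 active = inhibition above its plate's cutoff, the mean inhibition of sample wells plus 3 SD, cut at about 27% in these data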;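 note: 0% = acetylcholine EC80 with DMSO and 100% = DMSO without agonist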
CHRM1 antagonist: human CHRM1 antagonism. P11229. CHO-K1 hM1, Fluo-8 calcium fluorescence, ACh EC80 antagonist. inhibition, % at 3 µM. 360,000 compounds, 1.3% hits. AID 588852;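 active = percent inhibition above its own plate's cutoff, namely the mean of that plate's compound wells plus 3 SD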;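 note: peak over basal fluorescence ratio during 140 s after agonist addition; 0% = ACh EC80 plus DMSO and 100% = DMSO alone without agonist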
M5 PAM: positive allosteric modulators of human muscarinic M5 receptor; P08912; CHO-K1 hM5, Fluo-8 calcium, ACh EC20 PAM; 0% = ACh EC20, 100% = ACh EC100; activation, % at 3 µM; 360,000 compounds, 0.3% hits; AID 624038;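 active = activation above the run cutoff, the mean activation of all test compounds plus 3 SD, cut at about 18% in these data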
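Assay system – human M5 receptor in CHO-K1 cells · Read-out – % activation, ACh-normalized · Technique – Fluo-8 calcium fluorescence · Dosing – single-point, 3 µM nominal · Incubation – Fluo-8 loading 80 min at 37 °C plus 30 min room temperature · Repeats – singlicate, one well per test compound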
M1 PAM: potentiates human M1 receptor response to acetylcholine; CHO-K1 hM1, Fluo-8 calcium fluorescence, ACh EC20; 0% = ACh EC20, 100% = maximal ACh; activation, % at 3 µM; 360,000 compounds, 0.088% hits; in the data active = activation above about 19%, passing the limit was not always enough
CHRM4 PAM: potentiates acetylcholine response at human M4 receptor. P08173. CHO-K1 hM4/Gqi5, Fluo-8 calcium fluorescence, ACh EC20; 0% = ACh EC20, 100% = maximal ACh. activation, % at 3 µM. 360,000 compounds, 0.4% hits. AID 624126;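 active = activation above its plate's cutoff, the mean activation of sample wells plus 3 SD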; note: some results filed as inactive read as strong as hits
* hit, by the source's call; · = no result given.

SMILES | M5 ag | CHRM5 antagonist | CHRM4 agonist | CRFR2-BP ag | M4 antag | CHRM1 antagonist | M5 PAM | M1 PAM | CHRM4 PAM
COc1ccc(C2C(C#N)=C(N)N(N(C)C)C3=C2C(=O)CC(C)(C)C3)cc1OC (stereo unspecified) | -2.3 | -4.0 | 0.9 | -0.6 | -11.3 | -1.7 | -1.2 | 3.9 | 0.5
COc1cccc(-c2nn(C)c3sc(C(=O)NCc4ccco4)cc23)c1 | -8.1 | 2.6 | 0.7 | 0.3 | -5.4 | -6.4 | -9.9 | 1.8 | -3.3
COc1ccc(C(=O)CC2OC(=O)c3ccccc32)cc1OC (stereo unspecified) | 0.7 | 9.5 | 2.5 | 1.1 | 0.7 | -4.5 | -3.5 | 2.9 | 10.9
CCN(C(=O)CN1C(=O)/C(=C/c2ccccc2)SC1=S)C1CCS(=O)(=O)C1 (stereo unspecified) | -2.4 | -7.1 | -0.4 | 1.0 | 8.0 | -5.4 | 3.3 | 4.2 | 2.2
CC(=O)c1cccc(NS(=O)(=O)c2c(C(=O)N3CCOCC3)c(C)n(C)c2C)c1 | -4.6 | 14.2 | 0.9 | 0.5 | 8.5 | 1.6 | -9.1 | 1.3 | -1.0
COc1cc(NC(=O)CN2CCC(C)CC2)c(C)cc1[N+](=O)[O-] | -3.0 | -3.9 | -0.1 | 2.2 | -1.0 | 1.7 | 4.4 | -3.9 | 2.9
C[n+]1ccc(C(=O)Nc2ccccc2Cl)cc1 | -1.7 | 13.7 | 1.1 | 2.2 | -9.0 | -1.9 | -3.1 | 5.8 | 1.7
COc1ccc(C(CNC(=O)C2CC(=O)N(Cc3ccc(C)cc3)C2)N(C)C)cc1 (stereo unspecified) | -2.2 | 4.7 | -0.9 | -1.4 | 3.1 | -1.5 | -0.2 | 2.2 | -3.7
CCN1CCCc2cc(CN(CCN3CCOCC3)C(=S)Nc3ccc(OC)cc3)ccc21 | -4.0 | 5.2 | 0.6 | 4.3 | 2.9 | -6.7 | -4.8 | 3.0 | -14.2
COc1ccc(C(=O)Nc2cccc(S(=O)(=O)NC3=NCCC3)c2)cc1OC | 1.0 | -3.3 | 0.7 | -0.6 | -0.5 | -4.4 | 6.1 | 3.6 | 0.3
Cc1nn(C)c(C)c1CN(C(=O)CCc1nnc(Cc2c[nH]c3ccccc23)o1)C(C)C | 0.7 | 8.1 | 2.1 | 0.6 | -3.3 | -1.1 | -8.7 | 4.6 | 12.6
O=C(NCc1cccnc1)c1ccc(COc2ccccc2Cl)o1 | -2.1 | 12.1 | 4.0 | -0.3 | 10.9 | -5.9 | -0.7 | 3.9 | -8.6
COc1ccc(O)c(C(=O)c2cnc3nc4ccccc4n3c2)c1 | 1.2 | 17.3 | 1.4 | 2.9 | 1.6 | 8.4 | -12.3 | 0.2 | -10.2
O=C(O)/C=C/C(=O)Nc1ccc(OC(F)(F)F)cc1 | -2.1 | 2.2 | 0.7 | -1.0 | 3.4 | -14.2 | 4.1 | 8.4 | 7.1
COc1cc(OC)cc(-c2c(C#Cc3ccsc3)c3cc(-c4cccc5[nH]ccc45)ccc3n2C)c1 | 4.9 | 6.1 | 3.5 | 0.7 | 3.8 | -0.6 | -0.5 | 2.8 | 2.2
CC(=O)c1sc2c(c1N)c(=O)[nH]c(=O)n2-c1ccccc1 | -2.0 | 9.6 | 0.0 | 0.1 | -10.6 | -8.6 | -3.2 | 6.9 | 2.2
Oc1ccc(Cl)cc1N=Nc1ccccc1 | -4.6 | 8.1 | 1.1 | -1.5 | -2.1 | -9.0 | 2.7 | 7.5 | 2.1
CCOc1ccc(-c2cccc(NC(=O)c3cccs3)c2)nn1 | 2.0 | 2.8 | 6.9 | -3.4 | 5.7 | -1.1 | -5.3 | -1.9 | -4.8
Cc1ccc(C(=O)N[C@H](C(=O)Nc2cccc(S(=O)(=O)N3CCOCC3)c2)C(C)C)cc1 | 2.5 | 10.2 | 0.6 | -1.2 | -5.0 | -2.7 | 0.7 | 0.1 | 2.9
O=C(NCc1cnc2ccccn12)C1CCC(=O)N(Cc2ccccc2F)C1 (stereo unspecified) | -2.5 | 15.2 | 0.2 | -1.0 | 13.8 | -5.7 | 0.1 | 2.8 | -1.5
COc1cc2c(cc1OC)/C(=C/C(=O)c1ccccc1)NCC2 | -3.4 | -0.7 | 4.0 | 0.4 | 1.9 | 3.5 | 1.7 | -1.2 | 3.8
CN(CC(=O)Nc1ccc(F)cc1)C(=O)c1cc2c(s1)CCCCC2 | 0.0 | -1.1 | 3.8 | -0.7 | -4.0 | 7.4 | 1.9 | -3.1 | -0.5
O=[N+]([O-])c1cc(S(=O)(=O)N2CCOCC2)ccc1OCc1ccccc1C(F)(F)F | -0.6 | -3.0 | 9.4 | -0.2 | -2.1 | -2.9 | -3.9 | 0.5 | 5.6
COc1ccc(-c2cc(C(=O)Nc3ccc(C(N)=O)cc3)c3ccccc3n2)cc1 | -1.2 | 10.2 | 27.4 | 0.1 | 0.0 | 9.0 | -7.5 | -1.1 | -15.0
COc1cccc(Cn2cnc(-c3ccccc3OC)c2-c2cc(C)cc(C)c2)c1 | -1.6 | -18.8 | -1.2 | · | -11.0 | · | -3.0 | · | 13.1
COc1ccc(-n2c(CCC(=O)O)ccc2-c2ccccc2)cc1 | -6.7 | -0.1 | -0.3 | 1.3 | 3.8 | 0.5 | 3.7 | 4.5 | -0.4
O=C(NC(=S)Nc1ccc(N2CCCC2)cc1)c1ccc(F)cc1 | -2.0 | 6.8 | 1.1 | 1.9 | -7.9 | 1.7 | -3.2 | -1.2 | -1.0
O=S(NCc1ccccc1)C12CC3CC(CC(C3)C1)C2 (stereo unspecified) | 2.3 | 1.5 | 0.6 | -0.7 | -0.3 | -9.6 | -3.1 | 4.3 | 0.5
COCCCNC(=O)Cn1c(=O)n(CCCCCC(=O)NCc2ccc3c(c2)OCO3)c(=O)c2sccc21 | -2.1 | -2.5 | 0.8 | -1.5 | 4.2 | 1.6 | 2.5 | 2.4 | 9.3
COCC(C)n1c(COc2ccccc2F)nnc1SCc1c(C)noc1C (stereo unspecified) | -6.9 | 0.5 | 1.6 | -0.2 | -0.4 | -8.2 | 2.9 | 4.3 | 4.7
COc1ccc(CC(=O)NCc2ccccc2F)cc1S(=O)(=O)N1CCOCC1 | 0.8 | 3.9 | 0.9 | -2.8 | 6.8 | -16.1 | -0.7 | 7.0 | -0.6
O=C(CNCc1ccc(F)cc1)Nc1ccc(C(=O)N2CCCCC2)cc1 | -1.7 | 4.7 | 0.8 | 0.8 | 5.6 | -11.9 | 0.5 | 11.7 | -1.3
CCN1CCN(C(=O)Nc2ccccc2OC)CC1 | -0.7 | 0.0 | 0.3 | -4.1 | -9.8 | 5.4 | -2.1 | -5.1 | 9.1
COc1cc(C(=O)Nc2nccs2)ccc1OCc1c(C)noc1C | 3.2 | -2.6 | 12.4 | -2.7 | -15.7 | -21.4 | -10.5 | 3.1 | -3.9
COc1nc(N)c(S(=O)(=O)c2ccccc2C)cc1C#N | -4.2 | 2.8 | 0.3 | -5.7 | -11.6 | 12.0 | -1.1 | -5.6 | -0.7
C/C(=N\NC(=O)CN1CCN(Cc2ccc(C)cc2)CC1)c1ccncc1 | -2.8 | -1.7 | 0.6 | -0.4 | -4.0 | 2.0 | 1.7 | 1.2 | -4.5
O=C(Cn1cc([N+](=O)[O-])cn1)Nc1ccccn1 | 0.2 | 8.8 | 0.6 | 3.4 | 1.1 | -6.1 | -3.2 | 7.1 | 5.4
N#CC1=C(N)C(C#N)(C#N)[C@H](c2cccnc2)[C@H]2CN(C(=O)OCc3ccccc3)CC=C12 | 5.5 | -9.8 | -0.5 | 1.1 | 3.1 | 0.9 | 5.5 | 8.1 | 15.8
COc1cc(NC(=O)CN2CCC(C(N)=O)(N3CCCCC3)CC2)c(OC)cc1Cl | 5.5 | 2.7 | 4.8 | -0.3 | -5.1 | 8.7 | 8.6 | -1.6 | 8.6
COc1cccc(NC(=O)COC(=O)CNC(=O)C2CCCCC2)c1 | 2.2 | 3.5 | 1.3 | 0.0 | 0.6 | 9.8 | -4.3 | -0.8 | 9.7
O=C(NCc1ccccc1)C(=O)Nc1cccc(C(=O)O)c1 | -2.6 | -2.0 | 1.4 | -0.7 | 3.5 | -16.0 | 8.3 | 8.3 | 4.6
c1ccc(COCCCn2cc(-c3ccccc3)nn2)cc1 | 2.6 | -7.2 | 7.1 | -0.1 | -10.1 | -2.4 | -2.6 | 6.5 | 2.6
CCOc1ccc(-n2c(C)nc3cc(C(=O)NCc4ccc5c(c4)OCO5)ccc32)cc1 | -5.6 | -0.8 | 1.2 | 0.2 | -0.3 | 1.5 | -0.6 | -0.3 | -3.1
COc1cccc(NC(=O)COC(=O)c2ccccc2C(=O)N2CCN(c3ccccc3)CC2)c1 | 1.9 | 14.0 | 9.9 | -0.4 | -2.1 | 2.4 | -5.3 | -1.5 | -0.3
CCOc1cccc(OCCn2cnc3ccccc3c2=O)c1 | 0.2 | -11.0 | 1.7 | -2.3 | 2.8 | -6.0 | 15.5 | 11.1 | 3.5
c1cc2cc(CNc3nc(NCC4CC4)nc4ccsc34)ccc2o1 | 3.3 | 15.6 | 10.2 | · | 5.1 | 5.9 | -9.6 | -6.7 | -6.4
Cc1coc2c(O)cc3c(c12)OC1(N2CCCCC2)C(=O)NCCCC31 (stereo unspecified) | 2.9 | -5.4 | -0.2 | 2.6 | 2.2 | -11.5 | 7.8 | 5.5 | -2.0
O=C(CCN1C(=O)c2ccccc2S1(=O)=O)N1CCN(c2ccccc2)CC1 | 0.4 | -0.4 | 4.7 | -0.7 | 1.0 | 6.0 | -4.4 | -4.3 | -0.1
C/C=C(\C)C(=O)NCCN1C2=NC[C@H](Cc3ccc(O)cc3)N2C[C@@H]1Cc1ccc(OC)cc1 | -11.1 | -9.0 | 1.5 | -0.8 | -16.0 | -3.4 | 9.6 | -4.9 | 14.4
CCOCCCNC(=O)CN1C(=O)COc2ccc(S(=O)(=O)N3CCCCCC3)cc21 | -5.1 | -22.0 | 1.1 | -0.7 | -8.9 | -14.5 | 12.4 | 8.9 | 4.2
CCN(CC)CCn1c(=N)n(CC(O)COc2ccccc2)c2ccccc21 (stereo unspecified) | -16.8 | -2.2 | 0.6 | -1.1 | -6.1 | -21.1 | 6.4 | 4.0 | -5.6
Cc1ccc(S(=O)(=O)N2CCN(S(=O)(=O)N3CCCCC3)CC2)cc1 | -2.4 | 5.2 | 1.7 | 0.9 | -4.4 | -20.8 | -8.7 | 12.6 | 1.7
COC(=O)/C(=C1/Oc2cc3c(cc2S1)OCO3)C(F)(F)F | 1.2 | 7.8 | 0.8 | -1.2 | -3.5 | 0.8 | -2.0 | -3.2 | 6.9
Cc1ccsc1C(=O)N1CCC1(C)C(=O)Nc1ccc2c(c1)OCCO2 (stereo unspecified) | 0.8 | -1.9 | 1.1 | · | -5.9 | -11.4 | -0.7 | -0.5 | -1.0

Screening data from PubChem BioAssay.

Compounds as they come; any-hit rate near 2.8%.
